# High-throughput results: PubChem, National Center for Advancing Translational Sciences (NCATS)
# RGS12 GoLoco inh = blocks human Gai1 binding to RGS12 GoLoco peptide, red readout; 0.44% of 230,000 active; AID 880; Potency, µM (highest dose often 61.6 µM), inactives show at the top dose activity, negative = inhibition, hits mostly inhibitors; Gai1:RGS12 GoLoco peptide FP, rhodamine, 10 min; P63096; active = well fitted inhibition curve with a large enough effect, not every such curve was filed as active; inactive = no such curve, though single readings can be large or run the other way; note: % is set by controls: 0 for no effect and ±100 for the full control effect; nearly all actives have a fitted effect of over 30% in size; many of its hits are not listed in these tables
# aGal spleen mod = inhibitors or activators of human alpha-galactosidase in spleen homogenate; P06280; 0.008% of 240,000 active; Potency, µM (highest dose often 80 µM), for the others: at the highest dose activity change, negative = inhibition, usual class: inhibitors; AID 2107; human spleen homogenate, 4MU-alpha-Gal fluorescence, 40 min;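 note: 0% = enzyme with vehicle and -100% = no enzyme basal signal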
#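 qHTS titration in buffer at pH 5.0. Alpha-galactosidase activity in spleen homogenate was measured via 4-methylumbelliferone release from 1 mM fluorogenic substrate after 40 min at 37C and a pH 10 stop. AC50 came from Hill fits of control-normalized data.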
# GAA inhib = inhibitors of human lysosomal alpha-glucosidase. Potency, µM (highest dose often 76.9 µM), for the others: at the highest dose activity change, negative = inhibition, most hits filed as inhibitors. purified human GAA, 4-MU-alpha-glucoside fluorescence. P10253. 0.005% of 200,000 active;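 note: plate controls were uninhibited enzyme wells for no effect and no-enzyme background for full effect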
#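 Human alpha-glucosidase, 4 nM, pre-mixed with test compounds before 400 uM 4-methylumbelliferyl substrate; 20 min room temperature at pH 5.0. Fluorescence read after pH 10 stop; AC50 values from Hill-equation fits.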
# ALDH1A1 block = blocks purified human ALDH1A1 activity. P00352. Purified ALDH1A1, NADH fluorescence, propionaldehyde substrate. Potency, µM (titrated, usually from 75.3 µM), inactives show top-dose activity, negative = inhibition, usual class: inhibitors. 7.3% of 220,000 active; active = well fitted inhibition curve with a large enough effect, not every such curve was filed as active; inconclusive = small, poorly fitted or top-dose-only effect, or another doubt; inactive = no such curve, though single readings can be large or run the other way;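 note: plate controls were no enzyme wells and a reference inhibitor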
# Target sequence (P00352 whole entry, looked up): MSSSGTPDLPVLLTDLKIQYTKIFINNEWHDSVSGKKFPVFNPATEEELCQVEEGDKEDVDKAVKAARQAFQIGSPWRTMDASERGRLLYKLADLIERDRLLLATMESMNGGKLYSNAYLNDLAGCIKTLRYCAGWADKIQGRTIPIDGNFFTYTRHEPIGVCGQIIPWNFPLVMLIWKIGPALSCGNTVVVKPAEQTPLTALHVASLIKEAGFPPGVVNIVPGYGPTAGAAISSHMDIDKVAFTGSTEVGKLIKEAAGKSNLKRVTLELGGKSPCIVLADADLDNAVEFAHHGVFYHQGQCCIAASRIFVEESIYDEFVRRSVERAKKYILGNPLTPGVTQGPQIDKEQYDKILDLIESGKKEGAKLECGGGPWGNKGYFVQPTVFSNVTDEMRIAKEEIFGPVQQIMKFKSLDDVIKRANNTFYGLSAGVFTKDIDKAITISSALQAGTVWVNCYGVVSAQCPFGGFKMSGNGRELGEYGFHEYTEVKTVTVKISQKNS
# GAA glycogen mod = inhibitors or activators of human alpha-glucosidase glycogen cleavage; P10253; recombinant GAA, glycogen substrate, Amplex Red glucose oxidase fluorescence; Potency, µM (doses to about 76.4 µM), without a hit: top-dose activity change, negative = inhibition, hits mostly inhibitors; 0.38% of 300,000 active;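 note: 0% = full enzyme reaction and -100% = no-enzyme basal signal; the screen sought inhibitors and activators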
#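 Recombinant human alpha-glucosidase (4 nM final) hydrolysed bovine liver glycogen (30 ug) for 40 min at 37 C in pH 5.0 citrate/phosphate with 0.01% Tween-20. Released glucose detected by glucose oxidase/Amplex Red, Ex 573/Em 610 nm. Compounds up to 77 uM; AC50 from Hill fits.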
# KDM4E inh = inhibitors of human JMJD2E histone demethylase | Potency, µM (titrated, usually from 57.1 µM), without a hit: top-dose activity change, negative = inhibition, actives largely listed as inhibitors | JMJD2E catalytic domain, FDH-coupled NADH fluorescence (FDH is formaldehyde dehydrogenase) | B2RXH2 | 1.6% of 230,000 active; active = well fitted inhibition curve with a large enough effect, not every such curve was filed as active; inconclusive = small, poorly fitted or top-dose-only effect, or another doubt; inactive = no such curve, though single readings can be large or run the other way;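 note: 0% = wells with enzyme and -100% = buffer wells without enzyme; nearly all actives have a fitted effect of over 50% in size; many of its hits are not listed in these tables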
# Target sequence (B2RXH2 1-337 limits assumed): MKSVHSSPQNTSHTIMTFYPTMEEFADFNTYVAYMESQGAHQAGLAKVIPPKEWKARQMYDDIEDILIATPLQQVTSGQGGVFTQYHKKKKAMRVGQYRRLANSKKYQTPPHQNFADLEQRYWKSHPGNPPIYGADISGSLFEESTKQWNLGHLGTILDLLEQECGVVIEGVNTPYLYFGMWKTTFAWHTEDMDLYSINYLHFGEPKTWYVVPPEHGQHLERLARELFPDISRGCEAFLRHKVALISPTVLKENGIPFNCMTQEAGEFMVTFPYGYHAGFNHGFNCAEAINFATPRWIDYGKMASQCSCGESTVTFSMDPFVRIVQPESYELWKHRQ
# GAA spleen mod = inhibitors or activators of human alpha-glucosidase in spleen homogenate; P10253; human spleen homogenate, 4-MU-alpha-glucoside fluorescence; Potency, µM (highest dose often 79.9 µM), without a hit: at the highest dose activity change, negative = inhibition, actives largely listed as inhibitors; 0.006% of 240,000 active;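 note: 0% = enzyme with vehicle and -100% = no enzyme basal signal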
#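 Human spleen homogenate (1 ug) incubated with compounds and 1 mM 4-methylumbelliferyl-alpha-D-glucopyranoside in pH 5.0 citrate/phosphate buffer, 37 C, 40 min. Stopped at pH 10; 4-MU fluorescence (Ex 365/Em 440 nm); AC50 by Hill fit.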
# SMN2 splice up = SMN2 splice variant enhancement; Potency, µM (highest dose often 46.1 µM), for the others: at the top dose activity change, positive = activation, hits mostly activators; 2.8% of 210,000 active; AID 1458; HEK293 SMN2-luciferase splicing reporter, luminescence, 30-36 h; note: % of control where 0% means no effect; nearly all actives have a fitted effect of over 55% in size
#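 HEK293 cells carry an SMN2 minigene-luciferase reporter in which exon 7 inclusion puts luciferase in frame. Cells were seeded at 2000 cells/well, attached for 10-12 hours, then exposed to compounds for 30-36 hours at 37C before ONE-Glo luminescence.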
# Active calls of the source: *; u = inconclusive; x = no result given; & = joins results of further samples; [ ] = remark or other dose. Unless noted, calls come from the whole dose curve; as a rule, active = well fitted curve in the direction sought with a large enough effect; inconclusive = small, poorly fitted or top-dose-only effect, or another doubt; inactive = no such curve, though single readings can be large; an effect the other way counts as inactive or inconclusive. Potency is the fitted concentration of half-maximal effect. Some of the compounds tested; rates above refer to the full screens.
smiles	RGS12 GoLoco inh	GAA inhib	SMN2 splice up	GAA glycogen mod	aGal spleen mod	ALDH1A1 block	GAA spleen mod	KDM4E inh
O=S1(=O)C=C(Oc2ccc(F)cc2)c2ccccc21	10%	5%	-6%	-4%	3%	u	3%	-5%
COc1cc(C(=O)COC(=O)Cc2cnc3sccn23)cc(OC)c1OC	7%	-6%	-8%	0%	-4%	-10%	-11%	-4%
Cc1ccc(NS(=O)(=O)c2cc(NC(=O)c3cc(=O)[nH]c(=O)[nH]3)ccc2Cl)c(C)c1	21%	x	x	5%	-2%	x	0%	-6%
COCCn1c(SCC(=O)N2CCCc3ccccc32)nc2ccccc2c1=O	-7%	-9%	4%	3%	0%	25µM*	-5%	1%
CC1=C(C(=O)Nc2ccccn2)C(c2ccccc2)n2ncnc2N1 (configuration not stated)	5%	8%	2%	-14%	-6%	1%	-12%	-3%
COC(=O)CSc1ncnc2c1cnn2-c1ccc(C)cc1C	1%	1%	-7%	-2%	-13%	u	x	0%
CC1(C)Cc2c(c(N3CCOCC3)nc3sc4c(NCc5ccccc5)nnnc4c23)CS1	12%	-10%	-9%	-2%	3%	-10%	-1%	11%
Brc1cccc(OCCSc2ncccn2)c1	-5%	-4%	26%	0%	2%	0%	-2%	3%
COc1ccc(-c2csc(Nc3ccc(O)cc3)n2)cc1	5%	1%	x	11µM*	7%	u	1%	-1%
CSc1nc2c(c(=O)[nH]c(=O)n2C)n1C/C=C(\C)Cl	1%	-1%	-17%	-14%	5%	25µM*	-3%	5%
Cc1cc(=O)oc(C)c1C(=O)NCCNC(=O)c1c(C)cc(=O)oc1C	2%	-1%	u	5%	3%	-7%	-5%	u
O=C(Nc1cccc(C(F)(F)F)c1)N(Cc1ccc(Cl)cc1)CC(O)C(F)(F)F (configuration not stated)	9%	6%	-46%[inhibitor]	1%	-4%	-5%	-15%	8%
Nc1ccc(-c2nc3ccc(N)cc3[nH]2)cc1	5%	u	u	u	u	u	x	u
Cc1cc(C)c2c(CC(=O)NCCc3ccccc3)coc2c1	5%	-18%	-10%	2%	-8%	8%	x	-8%
CS(=O)(=O)N1CCc2cc(-c3csc(NC(=O)Cc4ccccc4)n3)ccc21	11%	6%	-99%[inhibitor]	-11%	2%	u	-5%	1%
CSc1nc(O)cc(=O)n1-c1ccc(F)cc1	4%	-9%	8%	26%	4%	15%	6%	2%
CCSc1nnc(NC(=O)c2ccco2)s1	2%	-2%	11µM*	1%	2%	7%	-2%	5%
Cc1nnsc1Sc1ccccn1	2%	-10%	1%	9%	1%	-1%	x	5%
C=CCN1CC2CC3(COc4cc(C)cc(C)c4)C=CC2(O3)C1=O (configuration not stated)	6%	2%	5%	8%	-10%	5%	-3%	2%
S=C(c1nc2ccccc2[nH]1)N1CCOCC1	4%	-7%	-6%	0%	-24%	13µM*	-21%	-7%
COc1cc(Cl)cc(/C=C/c2ccc3ccccc3n2)c1OC(C)=O	6%	-23%	2.5µM*	7%	-1%	u	-5%	25%
CC(/C=C/c1ccc2c(c1)OCO2)=N\NC(=O)C(O)c1ccccc1 (configuration not stated)	4%	-2%[15.4 µM]	x	3%	2%	-5%	-3%	-28%
COc1ccc(C(=O)Nc2nc3cc4c(cc3s2)OCCO4)c(OC)c1	2%	x	x	-2%	-18%	x	1%	u
CCOC(=O)c1cc2c(=O)[nH]c(C(Cl)(Cl)Cl)nc2o1	-16%	-1%	-22%	4%	-4%	10%	-5%	u
CCOC(=O)c1nc(N)sc1C(=O)OCC	2%	-7%	-5%	2%	-12%	u	-8%	-1%
O=C(COC(=O)c1cc(=O)c2ccccc2o1)Nc1ccc2ccccc2c1	27%	4%	-1%	3%	1%	-4%	5%	1%
CC(C)C(NS(=O)(=O)c1ccc2c(c1)OCCO2)C(=O)NCCc1ccccn1 (configuration not stated)	-3%	0%	12%	0%	-11%	9%	-7%	3%
CC1=CCC2C(=O)N(CCc3c[nH]c4ccccc34)C(=O)C2C1 (configuration not stated)	13%	-5%	23%	4%	-1%	-15%	1%	-5%
O=C(CN1CCN(c2ccccc2)CC1)Nc1ccccc1Cl	3%	-1%	-16%	-5%	5%	0%	0%	-4%
O=C(CC1Sc2ncnn2C1=O)Nc1ccc(Cl)cc1 (configuration not stated)	3%	-5%	17%	4%	-1%	7.9µM*	-3%	1.6µM*
O=C(CCN1C(=O)c2cccnc2C1=O)NC1CCCCCC1	11%	-7%	4%	5%	-3%	0%	-6%	-3%
O=C(Nc1ccccc1N1CCCC1)c1ccc([N+](=O)[O-])cc1Cl	4%	-1%	15%	-6%	-15%	1%	-3%	-25%
COC(=O)C1(c2ccccc2)NC(c2ccc(O)cc2)C2C(=O)N(c3ccc4c(c3)OCO4)C(=O)C21 (configuration not stated)	0%	x	x	6%	-8%	x	4%	-9%
CC1(C)C(=O)Nc2ccccc2N1C(=O)COC(=O)c1cc(S(=O)(=O)N2CCOCC2)ccc1F	8%	3%	-4%	-4%	1%	-2%	8%	-12%
Cn1nnc2cc(NC(=O)NCc3ccc4c(c3)OCO4)ccc21	-3%	-13%	11%	4%	-5%	u	-8%	6%
COc1ccc(-n2nnnc2SCC(=O)Nc2ccccc2N2CCOCC2)cc1OC	13%	u	x	8%	-6%	4%	-3%	10%
Cc1cc(C)nc(N2CCC(C(=O)NCc3ccccc3F)CC2)n1	8%	10%	-4%	-4%	4%	10%	1%	u
O=C(NCCN1Cc2ccccc2C1=O)c1cccs1	-3%	-5%	u	-10%	-1%	-6%	-6%	4%
CCOC(=O)C1=C(Cc2ccc(Cl)cc2)C(=O)c2ccccc2C1=O	-20%	-14%	-26%	-13%	-16%	u	-9%	u
O=C(Cc1c[nH]c2ccccc12)NCc1cccs1	-15%	u	u	12%	-5%	9%	-1%	3%
O=C(c1ccco1)N1CCN(S(=O)(=O)c2ccc3c(c2)OCCO3)CC1	1%	-11%	-21%	-19%	-1%	-4%	-11%	1%
C=CCSC1=C(C#N)C(c2cc(Br)c(O)c(OC)c2)CC(=O)N1 (configuration not stated)	4%	-7%	u	-2%	9%	25µM*	5%	-11%
CCC(=O)Nc1ccc(C(=O)N/N=C/c2cccnc2)cc1	-8%	-1%	u	-3%	15%	u	-1%	6%
Cc1ccc(Sc2c([N+](=O)[O-])c(C)nn2C)cc1	4%	-7%	x	1%	2%	0%	0%	5%
COc1cc2c(cc1OC)-c1cc(=Nc3c(C)cc(C)cc3C)n(C)c(=O)n1CC2	-11%&5%&-5%	x	-11%&-37%&-15%	x	20%&-4%&-3%	-2%&-15%&-9%	10%&-16%&3%	-11%&-6%
O=C(CSc1nc(-c2ccccc2)nc2ccc(F)cc12)Nc1cccc(C(=O)O)c1	25%	x	x	2%	0%	x	5%	-6%
CCCCC1=CC2=CC(=O)C(C)(OC(=O)CC)C(=O)C2=CN1CCCN(CC)CC (configuration not stated)	0%[14.2 µM]	x	-1%[9.22 µM]	x	7%[17.5 µM]	3%[13.5 µM]	6%[17.4 µM]	-3%[11.4 µM]
CCCC(=O)OCCn1c(Br)nc2c1c(=O)[nH]c(=O)n2C	-10%	0%	4%	-14%	1%	4%	0%	u
O=C(NCc1cccnc1)Nc1ccccc1F	1%	3%	-7%	2%	-3%	5%	-6%	-3%
O=C(CSc1nc2ccccc2[nH]1)Nc1ccccc1N1CCOCC1	7%	-14%	-5%	-10%	-1%	-1%	3%	-2%
CCOCc1nnc(NC(=O)CSc2ccc(C)cc2)s1	7%	4%	-15%	7%	6%	-14%	6%	3%
CC(C)NC(=O)COC(=O)c1ccc(O)cc1	8%	-1%	-12%	-6%	3%	-15%	-12%	-4%
COC(=O)CC1=NN(c2ccc(OC)cc2)C(=O)/C1=C\c1ccc(Cl)cc1	2%	1%	u	u	3%	-11%	-5%	-3%
Cc1cc(C)nc(NS(=O)(=O)c2ccc(NC(=O)Nc3ccccc3)cc2)n1	1%	8%	24%	1%	7%	2%	5%	5%
COc1ccc2[nH]c(=O)c(CN(c3ccc(C)c(C)c3)S(C)(=O)=O)cc2c1	0%	-2%	-15%	3%	8%	u	1%	u

# Entries from the list above that have an aryl methoxy group (nine):
smiles	RGS12 GoLoco inh	GAA inhib	SMN2 splice up	GAA glycogen mod	aGal spleen mod	ALDH1A1 block	GAA spleen mod	KDM4E inh
COc1cc(C(=O)COC(=O)Cc2cnc3sccn23)cc(OC)c1OC	7%	-6%	-8%	0%	-4%	-10%	-11%	-4%
COc1ccc(-c2csc(Nc3ccc(O)cc3)n2)cc1	5%	1%	x	11µM*	7%	u	1%	-1%
COc1cc(Cl)cc(/C=C/c2ccc3ccccc3n2)c1OC(C)=O	6%	-23%	2.5µM*	7%	-1%	u	-5%	25%
COc1ccc(C(=O)Nc2nc3cc4c(cc3s2)OCCO4)c(OC)c1	2%	x	x	-2%	-18%	x	1%	u
COc1ccc(-n2nnnc2SCC(=O)Nc2ccccc2N2CCOCC2)cc1OC	13%	u	x	8%	-6%	4%	-3%	10%
C=CCSC1=C(C#N)C(c2cc(Br)c(O)c(OC)c2)CC(=O)N1 (configuration not stated)	4%	-7%	u	-2%	9%	25µM*	5%	-11%
COc1cc2c(cc1OC)-c1cc(=Nc3c(C)cc(C)cc3C)n(C)c(=O)n1CC2	-11%&5%&-5%	x	-11%&-37%&-15%	x	20%&-4%&-3%	-2%&-15%&-9%	10%&-16%&3%	-11%&-6%
COC(=O)CC1=NN(c2ccc(OC)cc2)C(=O)/C1=C\c1ccc(Cl)cc1	2%	1%	u	u	3%	-11%	-5%	-3%
COc1ccc2[nH]c(=O)c(CN(c3ccc(C)c(C)c3)S(C)(=O)=O)cc2c1	0%	-2%	-15%	3%	8%	u	1%	u
